Bioassay records as filed in PubChem BioAssay.
dFosB activator = enhances mouse delta FosB homodimer DNA binding; hit rate 0.99% among 340,000; purified delta FosB, TAMRA-CDK5 oligo fluorescence polarization; percent of positive-control signal above neutral wells; activation, % at 25 µM;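 active = mean activation above about 17%, with every replicate also reaching it, limit read from the data, passing the limit was not always enough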;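 also: fluorescence polarization rise as delta FosB binds a TAMRA Cdk5 AP-1 oligo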
Target sequence (P13346 whole entry, looked up): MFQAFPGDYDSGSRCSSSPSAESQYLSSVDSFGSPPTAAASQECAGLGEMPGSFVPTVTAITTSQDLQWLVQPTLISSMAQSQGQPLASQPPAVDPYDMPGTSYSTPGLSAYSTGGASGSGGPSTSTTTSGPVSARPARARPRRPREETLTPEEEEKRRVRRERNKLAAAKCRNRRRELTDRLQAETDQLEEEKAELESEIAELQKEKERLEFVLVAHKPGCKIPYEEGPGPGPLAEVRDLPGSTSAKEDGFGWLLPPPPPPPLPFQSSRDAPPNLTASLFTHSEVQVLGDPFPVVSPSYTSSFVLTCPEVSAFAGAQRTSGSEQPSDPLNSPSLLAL
SR-BI uptake up = SR-BI HDL lipid transfer activation; hit rate 0.096% among 320,000; activation, % at 12.5 µM; CHO ldlA[mSR-BI] cells, DiI-HDL uptake fluorescence, 3 h; 100 = double the neutral-control signal; AID 504775;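 active = mean replicate activation of at least 60% and every replicate at or above 60%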;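 also: 0% = median plate neutral-control signal and 100% = twice that signal; values of inactives mirror those of a sister screen read the other way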
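Material: SR-BI-overexpressing, LDLR-lacking CHO cells | Dosing: Single compound concentration, delivered by pin transfer | Probe or stimulus: Labelled HDL, 10 µg/mL | Signal: Bottom-read cell fluorescence after medium removal, ex 550/em 595 nm | Schedule: 3 h, 37 °C | Evaluation: HDL uptake via cellular fluorescence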
PvdQ inh = P. aeruginosa PvdQ acylase inhibition; purified PvdQ acylase, fluorescence plate reader; inhibition, % at 10 µM; hit rate 0.063% among 340,000; AID 488965; in the data active = inhibition above about 30%, passing the limit was not always enough;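 also: 0% = vehicle neutral wells and 100% = reference inhibitor wells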
Wnt act = activates Wnt/beta-catenin signaling in a reporter cell assay | activator, plate reader | activation, % at 9.35 µM | hit rate 1.2% among 300,000 | AID 743398; in the data active = activation above about 30%, passing the limit was not always enough;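 also: 0% = neutral control wells and 100% = positive control wells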
HTR5A ag ctr = HTR5A agonism, opioid heterodimer counter-screen; activation, % at 9.3 µM; hit rate 0.61% among 340,000; HTR5A agonist assay, luminescence, cell-based; AID 504692; in the data active = activation mostly above about 9.5%, no sharp cut-off; inactive = mostly below about 7.6%;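 also: 0% = cells with vehicle only and 100% = reference agonist; strong numbers were not always called active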
MITF TRPM1 HTS = MITF TRPM1 promoter activation in melanoma cells. AID 588334. activation, % at 12.5 µM. SK-MEL-5 TRPM1-promoter luciferase, 24 h; % of positive control, neutral wells = 0. hit rate 0.75% among 300,000;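 active = mean activation of at least 80% with every replicate also reaching 80%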;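 also: 0% = neutral control wells and 100% = parthenolide positive control wells; values of inactives mirror those of a sister screen read the other way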
SR-BI HDL uptake = inhibitors of mouse SR-BI mediated HDL lipid uptake; Q61009; ldlA[mSR-BI] CHO cells, DiI-HDL uptake fluorescence, 3 h; inhibition, % at 12.5 µM; hit rate 0.96% among 320,000; AID 488896;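 active = mean replicate inhibition of at least 70% and a set share of replicates each scoring 70 or more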;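 also: 0% = median of neutral control wells and 100% = median of positive control wells; values of inactives mirror those of a sister screen read the other way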
Target sequence (Q61009 whole entry, looked up): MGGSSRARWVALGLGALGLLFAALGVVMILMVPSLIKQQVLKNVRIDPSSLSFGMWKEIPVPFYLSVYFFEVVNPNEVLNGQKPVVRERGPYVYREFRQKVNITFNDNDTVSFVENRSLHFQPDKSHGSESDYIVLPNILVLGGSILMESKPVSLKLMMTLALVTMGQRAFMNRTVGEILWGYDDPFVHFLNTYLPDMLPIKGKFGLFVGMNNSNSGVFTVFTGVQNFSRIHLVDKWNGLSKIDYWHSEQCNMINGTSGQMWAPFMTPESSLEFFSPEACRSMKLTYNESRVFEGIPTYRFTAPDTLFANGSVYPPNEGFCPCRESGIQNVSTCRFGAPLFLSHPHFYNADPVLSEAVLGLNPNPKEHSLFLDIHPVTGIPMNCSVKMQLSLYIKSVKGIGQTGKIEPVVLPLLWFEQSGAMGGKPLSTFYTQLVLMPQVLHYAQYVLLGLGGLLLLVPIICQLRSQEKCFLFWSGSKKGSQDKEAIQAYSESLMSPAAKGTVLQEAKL
Rtt109 Vps75 = inhibitors of Candida albicans Rtt109/Vps75 histone acetyltransferase; Q5AAJ8; purified Rtt109/Vps75, ThioGlo CoA-SH fluorescence, 4 h; inhibition, % at 34.9 µM; hit rate 0.16% among 330,000;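 active = inhibition of at least 50% in every replicate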
CDK5 p35 inh = CDK5/p35 (human) kinase inhibition. hit rate 0.01% among 330,000. AID 488839. Q00535+Q15078. inhibition, % at 10 µM. Recombinant CDK5/p35, ADP-Glo luminescence, 60 min;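 active = highest replicate inhibition of at least 50% and at least 75% of replicates reaching 50%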;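 also: plate controls were DMSO neutral control for no effect and GW8510 at 10 µM for full effect; many of its hits are not listed in these tables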
RTF Ca sens act = increases calcium sensitivity of human cardiac regulated thin filaments; P19429+P45379; IANBD-labeled TnC RTF fluorescence at EC20 calcium; 0% EC20 calcium, 100% full calcium; activation, % at 7.2 µM; hit rate 0.24% among 340,000; AID 493008;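 active = activation above the mean over all tested compounds plus 3 SD, cut at about 30% in these data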;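 also: rise in fluorescence read as greater calcium sensitivity of cardiac thin filaments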
Numbers without * were called inactive; / = not tested or not shown.

SMILES	dFosB activator	SR-BI uptake up	PvdQ inh	Wnt act	HTR5A ag ctr	MITF TRPM1 HTS	SR-BI HDL uptake	Rtt109 Vps75	CDK5 p35 inh	RTF Ca sens act
Cc1ccc(N=C2NC(=O)/C(=C\c3ccc(C)s3)S2)cc1	-35	-3	-13	2	0	15	3	5	-2.4	3
CCCn1nc(NC(=O)C2CCCO2)c2cc3cc(C)ccc3nc21 (stereo not drawn)	-16	13	-12	/	1	26	-13	-6	-1.2	1
O=C(C1CCCN(c2ncnc3c2nc2n3CCCCC2)C1)N1CCN(c2ccccc2F)CC1 (stereo not drawn)	-2	11	2	0	5	-14	-11	4	0.5	-4
CCN(CC)c1ccc(/C=N/NC(=O)c2cccc(S(=O)(=O)N3CCOCC3)c2)c(O)c1	1	-114	-1	21	3	-81	114*	-13	1.0	-1
Cc1ccccc1CNC(=O)c1ccc(CSCc2ccccc2)cc1	1	-22	-11	/	-1	4	22	-3	-0.6	1
CC(C)c1cc(C(C)C)c(S(=O)(=O)N2CCNCC2)c(C(C)C)c1	4	7	-2	5	1	/	-7	-8	-3.0	6
O=C(CCc1c[nH]c2ccccc12)NCCc1ccc(Cl)cc1	-4	20	-14	14	-3	2	-20	7	2.4	0
CCOc1ccc(CC(=O)Nc2c3c(nn2C(C)(C)C)CS(=O)(=O)C3)cc1	0	7	-14	3	0	5	-7	2	-2.4	-2
C/C(CC(=O)Nc1ccc(Br)cc1)=N\NC(=O)c1cccc(O)c1	-8	4	-5	2	3	5	-4	-4	-0.2	-3
COc1ccc(OCCNC(=O)Nc2cc(F)c(F)cc2Cl)cc1	-7	/	-9	-1	-1	1	/	-3	0.1	1
Cc1cc(NC(=O)COC(=O)c2oc3c(ccc4ccccc43)c2C)no1	-7	/	-10	/	0	-1	/	1	0.9	9
Cn1c(=S)ccc2ccccc21	8	6	-13	-18	-4	7	-6	-1	1.1	3
O=c1c(/C=N/O)coc2ccc3ccccc3c12	-24	-6	-8	5	2	6	6	0	0.4	2
Cc1cc2ccccc2n1CCNC(=O)c1cccs1	-12	-23	10	4	-2	/	23	7	-0.1	4
O=C1CCN(Cc2ccccc2)CCN1[C@H](COc1ccccc1)c1ccccc1	-4	3	-1	-2	-1	-12	-3	6	0.2	3
CN1C(=O)S/C(=C/c2cccn2-c2cccc(C(=O)O)c2)C1=O	6	17	19	0	1	19	-17	-1	-1.1	0
O=C1C(Cc2ccccc2)NC(=S)N1c1ccccc1 (stereo not drawn)	5	32	0	-2	2	2	5	3	0.1	-2
COc1ccc(Cc2nnc(NC(=O)c3cccc(C)c3)s2)cc1	1	-8	-5	-1	4	12	8	9	1.5	-3
COc1ccc(NC(=S)NC2CCCCC2)cn1	3	5	-9	0	0	8	-5	5	0.0	-4
C/C=C/C1=CC(=O)C[C@H](c2ccc(F)cc2)C1	-8	8	-2	-2	0	-1	-8	-3	0.1	0
C[C@H](NC(=O)c1ccc(C(C)(C)C)cc1)C(=O)N1CCN(C/C=C/c2ccccc2)CC1	-9	-27	-12	-4	1	-10	27	-1	0.4	-1
COc1ccc(CN2CC(=O)N(c3ccc(Cl)cc3)C2=S)cc1OC	3	-27	0	2	-2	13	27	-3	0.5	2
Cc1cnc(NC(=O)c2sc(Nc3ccccc3)nc2N)o1	2	-5	5	38*	/	/	5	8	1.5	/
O=S(=O)(Nc1ccc(Cl)cn1)c1cccs1	-1	/	-9	-1	7	-6	/	4	0.2	1
COC(=O)C(C)Sc1nnc(Cc2cc(=O)[nH]c(=O)[nH]2)n1-c1ccc(Cl)cc1 (stereo not drawn)	-5	1	-16	0	1	10	-1	-5	0.3	10
Cc1ccc2[nH]c3c(c2c1)CCc1cn[nH]c1-3	-4	-20	9	/	7	19	20	27	0.8	-1
CCOc1ccc(C(Nc2ccc(C)cc2)P2(=O)OCCCO2)cc1 (stereo not drawn)	0	2	-4	/	4	3	-2	5	-0.3	-3
C=CCn1c(SCc2c(C(=O)OC)sc(N)c2C(=O)OC)nnc1-c1ccc(Cl)cc1	-9	-12	-12	/	1	12	12	17	1.5	-1
CC1=NNC(=O)C1CCC(=O)N/N=C/C=C/c1ccccc1 (stereo not drawn)	3	1	-9	0	/	4	-1	-22	0.9	-1
Cc1nn(CCc2n[nH]c(=S)n2-c2ccc(F)cc2)c(C)c1[N+](=O)[O-]	1	26	-8	/	1	-6	-26	-9	-0.1	3
CCc1ccc(-c2nc(SCC(=O)N(C)C3CCS(=O)(=O)C3)n[nH]2)cc1 (stereo not drawn)	-7	-4	-8	-1	2	14	4	3	-0.4	-5
COC(=O)c1ccccc1OCCOCCOc1cccc2ccc(C)nc12	-14	7	-10	-3	2	3	20	5	0.3	-1
CCCCCN(C(=O)CCC(=O)OCCOc1ccc(OCC)cc1)c1c(N)n(CCCC)c(=O)[nH]c1=O	-19	-34	-3	-2	0	-2	34	16	-0.4	-15
COc1ccc(C)cc1S(=O)(=O)N1CCC(C(=O)NC2CCCC2)CC1	-6	25	7	-7	2	1	-25	-6	-0.3	8
CN(C(=O)c1ccc(NC(=O)Cc2ccc(NC(=O)C3CCCN(S(=O)(=O)c4cccc([N+](=O)[O-])c4)C3)cc2)cc1)C1CCCC1 (stereo not drawn)	9	8	7	-3	0	-5	-8	18	14	2
Cc1cc(N2CCOCC2)c(F)cc1C(=O)c1ccccc1	-2	-52	-10	/	2	/	52	-5	1.1	7
CCc1ccccc1NC(=O)CCN1C(=O)c2ccccc2C1=O	-5	-3	-2	-1	2	-3	3	14	0.0	-5
O=C(O)COCC(=O)Nc1ccc(-n2cnnn2)cc1	-9	30	-11	0	11*	-3	-30	6	-4.2	-1
COc1cc(NC(=O)/C=C/c2ccccc2[N+](=O)[O-])cc(OC)c1	4	-47	-11	4	-4	19	47	6	-0.5	9
CN(C)S(=O)(=O)c1ccc2nc(NC(=O)c3cccnc3)sc2c1	-8	-9	-11	38*	3	61	9	-22	-0.4	-2

Brought forward from above: 4 compounds; new compounds follow.
SMILES	dFosB activator	SR-BI uptake up	PvdQ inh	Wnt act	HTR5A ag ctr	MITF TRPM1 HTS	SR-BI HDL uptake	Rtt109 Vps75	CDK5 p35 inh	RTF Ca sens act
CCc1ccccc1NC(=O)CCN1C(=O)c2ccccc2C1=O	-5	-3	-2	-1	2	-3	3	14	0.0	-5
O=C(O)COCC(=O)Nc1ccc(-n2cnnn2)cc1	-9	30	-11	0	11*	-3	-30	6	-4.2	-1
COc1cc(NC(=O)/C=C/c2ccccc2[N+](=O)[O-])cc(OC)c1	4	-47	-11	4	-4	19	47	6	-0.5	9
CN(C)S(=O)(=O)c1ccc2nc(NC(=O)c3cccnc3)sc2c1	-8	-9	-11	38*	3	61	9	-22	-0.4	-2
CCCCNC(=O)Nc1nc2ccc(CC)cc2s1	-11	-23	-3	-3	5	74	23	0	0.4	-1
O=C(Nc1ccccc1N1CCOCC1)c1ccc2ccccc2n1	-4	-30	-1	40*	2	/	30	-9	0.8	1
Cc1ccc(S(=O)(=O)n2[nH]c(=O)c(CCO)c2C)cc1	0	-1	5	-8	/	4	1	-4	-0.3	/
Clc1ccc(-c2nnc(-c3ccccc3)nc2N2CCSCC2)cc1	-4	-50	-12	3	0	/	50	5	0.1	6
O=C(/C=C/c1ccc([N+](=O)[O-])cc1)OCC(=O)N1c2ccccc2Sc2ccccc21	1	-8	15	0	0	19	8	4	0.9	-1

Molecules listed so far with an NH in an aromatic ring:
SMILES	dFosB activator	SR-BI uptake up	PvdQ inh	Wnt act	HTR5A ag ctr	MITF TRPM1 HTS	SR-BI HDL uptake	Rtt109 Vps75	CDK5 p35 inh	RTF Ca sens act
O=C(CCc1c[nH]c2ccccc12)NCCc1ccc(Cl)cc1	-4	20	-14	14	-3	2	-20	7	2.4	0
COC(=O)C(C)Sc1nnc(Cc2cc(=O)[nH]c(=O)[nH]2)n1-c1ccc(Cl)cc1 (stereo not drawn)	-5	1	-16	0	1	10	-1	-5	0.3	10
Cc1ccc2[nH]c3c(c2c1)CCc1cn[nH]c1-3	-4	-20	9	/	7	19	20	27	0.8	-1
Cc1nn(CCc2n[nH]c(=S)n2-c2ccc(F)cc2)c(C)c1[N+](=O)[O-]	1	26	-8	/	1	-6	-26	-9	-0.1	3
CCc1ccc(-c2nc(SCC(=O)N(C)C3CCS(=O)(=O)C3)n[nH]2)cc1 (stereo not drawn)	-7	-4	-8	-1	2	14	4	3	-0.4	-5
CCCCCN(C(=O)CCC(=O)OCCOc1ccc(OCC)cc1)c1c(N)n(CCCC)c(=O)[nH]c1=O	-19	-34	-3	-2	0	-2	34	16	-0.4	-15
Cc1ccc(S(=O)(=O)n2[nH]c(=O)c(CCO)c2C)cc1	0	-1	5	-8	/	4	1	-4	-0.3	/

Rows were taken by chance; about 4.4% have a hit in one of these screens.
